# Compound activity as filed in PubChem.
# APE1 inh – qHTS Assay for Inhibitors of the Human Apurinic/apyrimidinic Endonuclease 1 (APE1); AID 2517, 2012; recombinant APE1, TAMRA/BHQ-2 abasic DNA cleavage fluorescence; 350,000 tested, 0.35% active; Potency, µM (titrated, usually from 65.8 µM), inactives show top-dose activity change, negative = inhibition, actives largely listed as inhibitors; DNA repair nuclease/redox regulator APEX1 (Homo sapiens), P27695;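 also: potency is read from the fitted curve at half-maximal effect; plate controls were vehicle for no effect and reference inhibitor for full effect; nearly all actives have a fitted effect of over 55% in size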
#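 Incision of a quenched TAMRA/BHQ-2 THF abasic-site duplex (50 nM) by 0.75 nM APE1, after 15 min compound preincubation, measured as fluorescence increase over three 60 s reads. Values normalized to buffer, DMSO and NSC13755 control wells.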
# Pol eta inh – qHTS for Inhibitors of Polymerase Eta | DNA polymerase eta (Homo sapiens), Q9Y253 | recombinant Pol eta, fluorescent DNA replication assay | Potency, µM (series often up to 114 µM), for the others: at the top dose activity change, negative = inhibition, usual class: inhibitors | 390,000 tested, 1.2% active | AID 588591, 2011; also: potency is read from the fitted curve at half-maximal effect; % is scaled to controls: 0 for no effect and ±100 for the full control effect
#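 Fluorescent replication assay: 50 nM final substrate added after a 15 min room-temperature compound preincubation with 10 nM enzyme. Signal taken at 0 min and again at 10 min.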
# POLK inh – qHTS for Inhibitors of Polymerase Kappa. DNA polymerase kappa (Homo sapiens), Q9UBT6. purified Pol kappa, fluorescent DNA synthesis assay, 10 min. Potency, µM (highest dose often 107 µM), for inactives: at the top dose activity, negative = inhibition, hits mostly inhibitors. 400,000 tested, 0.53% active. AID 588579, 2011; also: potency is read from the fitted curve at half-maximal effect; % is scaled to controls: 0 for no effect and ±100 for the full control effect
# Target sequence (Q9UBT6 whole entry, looked up): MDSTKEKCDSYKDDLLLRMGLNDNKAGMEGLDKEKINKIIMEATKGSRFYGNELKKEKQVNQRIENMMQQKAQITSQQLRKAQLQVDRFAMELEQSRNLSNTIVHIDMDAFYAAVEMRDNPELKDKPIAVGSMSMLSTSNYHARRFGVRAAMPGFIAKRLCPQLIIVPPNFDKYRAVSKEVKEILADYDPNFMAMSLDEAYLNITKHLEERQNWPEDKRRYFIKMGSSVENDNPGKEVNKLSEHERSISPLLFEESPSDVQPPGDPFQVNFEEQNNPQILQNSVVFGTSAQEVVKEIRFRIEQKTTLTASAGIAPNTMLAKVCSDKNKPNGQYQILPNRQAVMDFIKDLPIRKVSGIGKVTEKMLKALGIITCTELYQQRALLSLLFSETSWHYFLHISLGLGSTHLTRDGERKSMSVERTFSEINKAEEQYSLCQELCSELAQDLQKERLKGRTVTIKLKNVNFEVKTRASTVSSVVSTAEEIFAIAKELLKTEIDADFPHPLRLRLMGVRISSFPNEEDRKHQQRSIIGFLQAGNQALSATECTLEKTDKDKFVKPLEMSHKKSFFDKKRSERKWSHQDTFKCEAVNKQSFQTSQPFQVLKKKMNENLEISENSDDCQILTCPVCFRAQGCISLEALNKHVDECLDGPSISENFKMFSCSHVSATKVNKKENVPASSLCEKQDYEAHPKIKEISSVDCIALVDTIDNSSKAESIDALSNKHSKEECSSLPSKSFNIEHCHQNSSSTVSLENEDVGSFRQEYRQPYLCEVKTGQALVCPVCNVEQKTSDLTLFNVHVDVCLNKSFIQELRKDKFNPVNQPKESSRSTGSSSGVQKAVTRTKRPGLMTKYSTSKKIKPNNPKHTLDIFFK
#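 50 nM final substrate added after 15 min RT preincubation of 10 nM Pol kappa with compound; fluorescence read at 0 and 10 min.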
# POLB inh – qHTS Assay for Inhibitors of DNA Polymerase Beta | Pol beta primer extension/strand displacement, fluorescence kinetic | 340,000 tested, 1.3% active | P06746 | AID 485314, 2010 | Potency, µM (series often up to 114 µM), without a hit: at the highest dose activity change, negative = inhibition, most hits filed as inhibitors; also: potency is read from the fitted curve at half-maximal effect; % is scaled to controls: 0 for no effect and ±100 for the full control effect
#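 Pol beta (10 nM) and compounds were preincubated 15 min at room temperature, then 50 nM substrate (final) started primer extension/strand displacement. Reads were taken at 0 and 10 min; concentration-response data were fitted to a four-parameter Hill equation.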
# BLM inh – qHTS Assay for Inhibitors of Bloom's syndrome helicase (BLM); 350,000 tested, 0.2% active; AID 2528, 2010; Potency, µM (highest dose often 56.1 µM), inactives show at the top dose activity change, negative = inhibition, most hits filed as inhibitors; recombinant BLM DNA unwinding, fluorescence dequenching;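 also: potency is read from the fitted curve at half-maximal effect; plate controls were vehicle for no effect and no enzyme for full effect; nearly all actives have a fitted effect of over 35% in size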
# LDHA block – qHTS assay for inhibitors of human lactate dehydrogenase. L-lactate dehydrogenase A chain (Homo sapiens), P00338. 480,000 tested, 0.15% active. purified LDHA, NADH/diaphorase-resazurin fluorescence; hits give low values. activity change, % (values are at about 110 or 230 µM); in the data active = activity change below about -30%; inconclusive = mostly about -25% to -30%;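 also: plate controls were DMSO wells for no effect and wells without enzyme for full effect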
#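 Remaining NADH was detected by diaphorase (0.133 mg/mL) converting 37 µM resazurin to fluorescent resorufin, read at 0 and 20 minutes. The preceding 5-minute room-temperature reaction used 2 nM LDHA, 0.2 mM sodium pyruvate and 0.06 mM NADH at pH 7.4.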
# Apoferritin bind – qHTS Assay for Identification of Novel General Anesthetics | Ferritin light chain (Equus caballus), P02791 | apoferritin/1-aminoanthracene competitive binding, fluorescence | Potency, µM (highest dose often 77.5 µM), for inactives: top-dose activity change, negative = displacement, hits mostly inhibitors | 350,000 tested, 0.074% active | AID 485281, 2010; also: potency is read from the fitted curve at half-maximal effect; % is scaled to controls: 0 for no effect and ±100 for the full control effect; nearly all actives have a fitted effect of over 20% in size
# Target sequence (P02791 2-175 limits assumed): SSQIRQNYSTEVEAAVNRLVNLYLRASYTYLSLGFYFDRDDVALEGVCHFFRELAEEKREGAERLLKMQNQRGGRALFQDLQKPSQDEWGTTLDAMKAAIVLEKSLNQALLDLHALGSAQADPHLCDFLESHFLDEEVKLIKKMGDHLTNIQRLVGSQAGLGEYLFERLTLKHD
#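 10 uM apoferritin + 50% sat. 1-AMA, PBS; cpd 10 min RT; Ex380/Em535 endpoint; normalized to free probe vs complex; 4-param Hill fit; propofol titration as pos. ctrl.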
# Glioma ERSR ind – qHTS for Inducers of the Endoplasmic Reticulum Stress Response (ERSR) in Human Glioma: qHTS; U87-MG GRP78 promoter luciferase reporter, 16 h; Potency, µM, for the others: at the top dose activation, usual class: activators; 420,000 tested, 0.02% active; AID 602332, 2012; also: potency is read from the fitted curve at half-maximal effect; series mostly up to about 76 µM; % of control where 0% means no effect; nearly all actives have a fitted effect of over 35% in size
#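 ERSR induction read as luciferase luminescence (Bright-Glo, 10 min at room temperature) in stably transfected human U87-MG glioma cells exposed to compounds for 16 h, using GRP78 as sensor.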
# Pol iota inh – qHTS for Inhibitors of Polymerase Iota; DNA polymerase iota (Homo sapiens), Q9UNA4; Pol iota fluorescent replication assay, 10 min; Potency, µM (highest dose often 115 µM), without a hit: at the top dose activity, negative = inhibition, usual class: inhibitors; 390,000 tested, 1% active; AID 588590, 2011; also: potency is read from the fitted curve at half-maximal effect
#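 Pol iota at 10 nM preincubated 15 min with compounds at room temperature; reaction started with fluorescent substrate, 50 nM final. Fluorescence read kinetically at 0 and 10 min; buffer-only wells as negative control.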
# The depositor's hits bear a star; ? = inconclusive; / = no result given; [ ] = dose if it differs, or a comment. Unless noted, calls follow the shape of the dose curve; as a rule, active = well fitted curve in the direction sought with a large enough effect; inconclusive = small, poorly fitted or top-dose-only effect, or another doubt; inactive = no such curve, though single readings can be large; an effect the other way counts as inactive or inconclusive. Some of the compounds tested; rates above refer to the full screens.
# Labels used below – A = APE1 inh; B = Pol eta inh; C = POLK inh; D = POLB inh; E = BLM inh; F = LDHA block; G = Apoferritin bind; H = Glioma ERSR ind; I = Pol iota inh
CCOC(=O)Cn1c(=O)c2c(nc3n2CCN3c2ccc(C)cc2)n(C)c1=O
  A: 2%; B: /; C: /; D: -8%; E: -2%; F: /; G: ?; H: /; I: /

CCOC(=O)CCc1c(C)c2ccc(O)cc2oc1=O
  A: -3%; B: -16%; C: -4%; D: 1%; E: -6%; F: 3; G: 302%[activator]; H: -1%; I: 22%

Cc1[nH][nH]c(=O)c1[C@@H](c1ccccc1[N+](=O)[O-])C(C#N)C#N
  A: -1%; B: -1%; C: 1%; D: 27%; E: -5%; F: 5; G: 5%; H: 4%; I: -2%

COCCCNC(=S)Nc1cc2oc3ccccc3c2cc1OC
  A: 48%[activator]; B: -5%; C: -18%; D: -9%; E: -3%; F: 1; G: -13%; H: 2%; I: -13%

Cn1ncc(Br)c1C(=O)N1CCc2ccccc21
  A: 3%; B: -5%; C: 5%; D: -8%; E: -12%; F: -7; G: 3%; H: 6%; I: 19%

COc1ccc(-c2cc(-c3nnc(COC(=O)C4CC4)o3)c3ccccc3n2)cc1OC
  A: -6%; B: ?; C: -17%; D: 9%; E: 1%; F: -3; G: -18%; H: 2%; I: -6%

COc1cc2ncnc(NCc3cccs3)c2cc1OC
  A: -2%; B: -14%; C: 6%; D: -26%; E: 1%; F: 2; G: -7%; H: 10%; I: 12%

COC(=O)c1sccc1NC(=S)Nc1cc(C)ccc1OC
  A: -5%; B: -13%; C: -20%; D: -21%; E: 4%; F: -1; G: -13%; H: -2%; I: 4%

CCNC(=O)c1c(N)sc2c1CCCCC2
  A: -6%; B: /; C: /; D: 32%; E: -10%; F: /; G: -12%; H: /; I: /

NC(=O)COc1ccc(NC(=O)c2ccccc2-c2ccccc2)cc1
  A: -1%; B: -12%; C: -14%; D: 24%; E: 0%; F: -7; G: -7%; H: -1%; I: 10%

CCc1[nH]nc(C(=O)NC2CCCN(Cc3ccccc3F)C2)c1C (centres undefined)
  A: 26%; B: -18%; C: 3%; D: 15%; E: -1%; F: -6; G: -9%; H: 1%; I: 18%

COc1ccc(CC(=O)Nc2ccc(NC(=O)c3ccccc3F)cc2)cc1
  A: 13%; B: 1%; C: -14%; D: ?; E: -6%; F: -21; G: -4%; H: -2%; I: ?

COc1cc(C(=O)Oc2cccc(Nc3ncnc4ccccc34)c2)cc(OC)c1OC
  A: -4%; B: -8%; C: -7%; D: 8%; E: -9%; F: -4; G: 0%; H: -3%; I: -3%

CCN(C[C@H]1N[C@@](CC)(C(=O)OC)[C@H]2C(=O)N(C)C(=O)[C@@H]12)S(=O)(=O)c1ccc(C(F)(F)F)cc1
  A: 31%; B: -13%; C: -10%; D: /; E: /; F: 0; G: /; H: -1%; I: 7%

Cc1ccccc1NC1c2ccccc2C(=O)N1Cc1ccco1 (centres undefined)
  A: 0%; B: -24%; C: 3%; D: 29%; E: -8%; F: 1; G: ?; H: -1%; I: 4%

O=C(/C=C/Nc1ccc(S(=O)(=O)Nc2ncccn2)cc1)c1ccc2ccccc2c1
  A: -3%; B: -5%; C: -7%; D: 4%; E: -2%; F: -8; G: -3%; H: -1%; I: ?

Cc1sc2nc[nH]c(=O)c2c1-c1ccc(Cl)cc1
  A: 10%; B: 3%; C: -7%; D: 9%; E: -8%; F: -8; G: ?; H: 1%; I: 14%

O=C(CCc1nc(-c2ccccc2F)no1)NCCN1CCN(Cc2ccccc2)CC1
  A: 1%; B: 2%; C: -13%; D: 3%; E: 2%; F: -1; G: -11%; H: -2%; I: 23%

Cc1c(C(=O)Nc2ccccc2Cl)oc2ccc(S(=O)(=O)N3CCCCCC3)cc12
  A: /; B: -2%; C: 0%[60.1 µM]; D: -11%; E: -1%; F: 0; G: -6%; H: -5%; I: -1%

COC(=O)c1ccc(NC(=O)CC2C(=O)N(C)C(=S)N2Cc2ccc(S(N)(=O)=O)cc2)cc1 (centres undefined)
  A: 3%; B: -8%; C: 2%; D: 0%; E: -3%; F: 0; G: 4%; H: -4%; I: 6%

COc1ccc2cc(C(=O)C3CCCN(C(=O)c4cnccn4)C3)ccc2c1 (centres undefined)
  A: 2%; B: -19%; C: 4%; D: -2%; E: 2%; F: -2; G: 8%; H: -1%; I: 14%

O=C(Cc1csc(NC(=O)Nc2cccc(Cl)c2)n1)NCc1ccccn1
  A: 20%; B: -4%; C: -10%; D: /; E: /; F: -1; G: /; H: 2%; I: 26%

Cc1ccc(C(=O)NCCCNC(=O)Cc2ccccc2)cn1
  A: 8%[12.4 µM]; B: -10%; C: 6%; D: 21%; E: -3%; F: -4; G: 33%[activator]; H: -2%; I: 68%[activator]

Cc1nnc2ccc(-c3cccc(NC(=O)c4ccco4)c3)nn12
  A: 2%; B: -5%; C: 0%; D: 2%; E: -8%; F: -5; G: -10%; H: 0%; I: 27%

COCCNC(=S)N1CCN(C(=O)C(=O)Nc2ccc(C(=O)OC)cc2)CC1
  A: 20%; B: -14%; C: -20%; D: 23%; E: 4%; F: -7; G: 0%; H: -2%; I: 18%

# Some of the entries so far, comma-delimited:
SMILES,APE1 inh,Pol eta inh,POLK inh,POLB inh,BLM inh,LDHA block,Apoferritin bind,Glioma ERSR ind,Pol iota inh
Cc1c(C(=O)Nc2ccccc2Cl)oc2ccc(S(=O)(=O)N3CCCCCC3)cc12,/,-2%,0%[60.1 µM],-11%,-1%,0,-6%,-5%,-1%
COCCNC(=S)N1CCN(C(=O)C(=O)Nc2ccc(C(=O)OC)cc2)CC1,20%,-14%,-20%,23%,4%,-7,0%,-2%,18%
COCCCNC(=S)Nc1cc2oc3ccccc3c2cc1OC,48%[activator],-5%,-18%,-9%,-3%,1,-13%,2%,-13%
Cc1sc2nc[nH]c(=O)c2c1-c1ccc(Cl)cc1,10%,3%,-7%,9%,-8%,-8,?,1%,14%
O=C(Cc1csc(NC(=O)Nc2cccc(Cl)c2)n1)NCc1ccccn1,20%,-4%,-10%,/,/,-1,/,2%,26%

# (more compounds)
# Labels used below – A = APE1 inh; B = Pol eta inh; C = POLK inh; D = POLB inh; E = BLM inh; F = LDHA block; G = Apoferritin bind; H = Glioma ERSR ind; I = Pol iota inh
O=C(NCCc1csc(-c2ccc(F)cc2)n1)c1ccc(Br)o1
  A: /; B: -16%; C: -11%[60.1 µM]; D: -29%; E: -3%; F: 1; G: -16%; H: -5%; I: 12%

O=c1c(-c2cc(-c3ccccc3)nc3c2COc2ccccc2-3)coc2ccc(Cl)cc12
  A: /; B: -16%; C: -10%; D: 22%; E: -3%; F: -3; G: -11%; H: -2%; I: 5%

CC(C)(C)SCCNC(=O)CN(c1ccc(F)cc1)S(C)(=O)=O
  A: 1%; B: 5%; C: 11%; D: 3%; E: 3%; F: -5; G: -18%; H: -6%; I: 162%[activator]

CC1CCN(C(=O)C2CCN(CCCc3ccccc3)CC2)CC1
  A: -3%; B: /; C: /; D: 8%; E: -2%; F: /; G: -14%; H: /; I: /

COc1ccc(-n2nc(C(=O)NCC(=O)NCCC3=CCCCC3)c3ccccc3c2=O)c(OC)c1
  A: 29%; B: 7%; C: -4%; D: -3%; E: -9%; F: -13; G: -15%; H: -3%; I: 2%

CC1CCN(c2ccc(/C=C(\C#N)c3nn(-c4ccccc4)c(N)c3C#N)cc2[N+](=O)[O-])CC1
  A: -1%; B: -15%; C: -5%; D: 3%; E: -5%; F: -5; G: -4%; H: -4%; I: -8%

N#C/C(=C\c1ccc[nH]1)C(=O)Nc1ccccc1Cl
  A: 21%; B: -8%; C: -1%; D: -1%; E: -3%; F: 2; G: -1%; H: -4%; I: 40%[activator]

COc1ccc(-c2c(C)c3ccc(O)c(CN4CCOCC4)c3oc2=O)cc1OC
  A: /; B: -11%; C: -8%[60.1 µM]; D: 4%; E: -1%; F: -3; G: 37%[activator]; H: -2%; I: -5%

Cc1ccc(CNC(=O)CCc2nc3ccccc3c(=O)[nH]2)cc1
  A: 1%; B: -5%; C: 4%; D: 8%; E: 0%; F: -5; G: -14%; H: -4%; I: 1%

O=S(=O)(c1ccccc1F)N1CCN(C(=S)NCc2ccccc2)CC1
  A: 9%; B: -11%; C: -4%; D: 3%; E: -6%; F: -7; G: 36%[activator]; H: -5%; I: 108%[activator]

O=C(O)CCSc1nnc(-c2cccnc2)n1-c1ccccc1
  A: -12%; B: -13%; C: -11%; D: 3%; E: 0%; F: -8; G: -5%; H: -2%; I: -9%

COc1ccc(NC(=S)NCc2ccccc2Cl)c(OC)c1
  A: 5%; B: 2%; C: -7%; D: -2%; E: -2%; F: -6; G: -8%; H: 1%; I: 112%[activator]

Cc1cccc(N2CCN(C(=O)c3cnn(-c4ccccc4)c3C3CCN(C(=O)OC(C)(C)C)CC3)CC2)c1C
  A: /; B: -11%; C: 1%; D: -6%; E: -12%; F: 2; G: 0%; H: -2%; I: -3%

CCN(CC)c1ccc(NC(=O)CCNS(=O)(=O)c2ccc3c(c2)CCC(=O)N3)c(C)c1
  A: 39%; B: -1%; C: -20%; D: 21%; E: 0%; F: 9; G: -22%; H: -6%; I: 31%[activator]

O=C(O)c1ccc(Cn2c(SCc3ccc(F)cc3)nc3ccncc32)cc1
  A: /; B: 2%; C: 7%; D: 6%; E: 2%; F: -2; G: -12%; H: 2%; I: -4%

COc1ccc(N2CC(O)=C(c3nc(C)cs3)C2=N)cc1
  A: 1%; B: 1%; C: -4%; D: -1%; E: -1%; F: -1; G: -11%; H: -3%; I: 12%
